AddAB inh: less growth of phage-infected E. coli with AddAB; inhibition, % at 11.9 µM; E. coli expressing H. pylori AddAB, absorbance growth; 330,000 tested, 0.29% active; in the data active = inhibition above about 12%;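 also: 0% = vehicle wells of infected cells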
Ecoli viability: reduces bacterial viability in AddAB counter-screen. E. coli V3065 growth, OD600 absorbance, 18 h. inhibition, % at 11.9 µM. 330,000 tested, 0.27% active;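 active = inhibition above the campaign's mean inhibition across all tested compounds plus 3 SD, cut at about 9.9% in these data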;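 also: uninfected addAB+ strain grown without phage in ampicillin broth; 0% = DMSO wells and 100% = ciprofloxacin 0.95 µg/ml wells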
DSG3 Ab inh: inhibitors of pemphigus antibody binding to human desmoglein-3; DSG3-coupled beads, scFv-anti-DSG3-GFP binding, flow cytometry; hits give low values; 310,000 tested, 0.48% active; binding (percent of control), % at 10 µM; P32926;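 active = binding more than 3 SD below its plate's average and above zero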;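 also: hits lower antibody fragment binding to DSG3; some compounds called inactive have numbers as strong as hits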
Tat export inh: blocks Tat-dependent protein export in E. coli | E. coli MC4100 TorA-mCherry Tat export, fluorescence | inhibition, % at 10 µM | AID 488895 | 340,000 tested, 0.036% active;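 active = mean replicate inhibition at least 50% and at least half of replicates individually reaching 50%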;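 also: exported cargo escapes ClpAP degradation while cytoplasmic cargo is degraded and loses fluorescence; 0% = median of neutral control wells and 100% = median of NaSCN control wells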
phage Ecoli inh: E. coli growth loss with phage present; 360,000 tested, 0.26% active; growth absorbance; inhibition, % at 11.9 µM; in the data active = inhibition above about 11%
PfHsp90 yeast 2: inhibits growth of yeast expressing Plasmodium falciparum Hsp90; inhibition, % at 9.4 µM; S. cerevisiae expressing PfHsp90, BacTiter-Glo ATP, 48 h; yeast lacking PDR1 and PDR3 efflux regulators; 310,000 tested, 0.32% active; AID 504621;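 active = every replicate shows inhibition above about 80%, whatever the replicate mean, limit read from the data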;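 also: 0% = DMSO neutral controls and 100% = 20 µM radicicol positive controls; yeast relying on Plasmodium falciparum Hsp90 in place of its own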
SUMO Mot1 rescue: inhibitors of SUMOylation pathway: yeast Mot1-301 growth rescue | S. cerevisiae Mot1-301 growth rescue, ATP luminescence, 38.5C; percent above DMSO median, 100 means doubled | growth rescue, % at 18.8 µM | 320,000 tested, 1% active | AID 2716;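 active = every valid replicate shows activation above 250% relative to neutral control wells; inactive = the rest, any valid replicate at or below 250%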;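 also: OY570 slx delta 5 strain wells were the positive control but not used for scaling; some compounds called inactive have numbers as strong as hits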
OPRM1-OPRD1 inv: inverse agonists of human mu-delta opioid receptor heterodimerization | AID 504357 | inhibition, % at 9.3 µM | cell-based MOR-DOR heterodimer luminescence, inverse agonism | P35372+P41143 | 340,000 tested, 0.21% active; in the data active = inhibition above about 22%, passing the limit was not always enough;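 also: 0% = cells with DMSO and 100% = wells without cells with DMSO; values of inactives mirror those of a sister screen read the other way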
Target sequence (P35372 whole entry, looked up): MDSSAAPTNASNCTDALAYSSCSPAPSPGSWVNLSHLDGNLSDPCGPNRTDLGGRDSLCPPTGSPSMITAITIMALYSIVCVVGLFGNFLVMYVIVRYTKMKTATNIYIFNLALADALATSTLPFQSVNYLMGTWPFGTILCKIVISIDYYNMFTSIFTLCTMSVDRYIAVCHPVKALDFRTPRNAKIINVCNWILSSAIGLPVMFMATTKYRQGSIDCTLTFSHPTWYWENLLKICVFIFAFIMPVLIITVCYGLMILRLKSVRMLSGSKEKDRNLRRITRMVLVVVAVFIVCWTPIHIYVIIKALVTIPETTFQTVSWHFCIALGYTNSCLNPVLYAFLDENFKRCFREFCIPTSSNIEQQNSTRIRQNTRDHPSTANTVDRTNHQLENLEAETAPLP
Target sequence (P41143 whole entry, looked up): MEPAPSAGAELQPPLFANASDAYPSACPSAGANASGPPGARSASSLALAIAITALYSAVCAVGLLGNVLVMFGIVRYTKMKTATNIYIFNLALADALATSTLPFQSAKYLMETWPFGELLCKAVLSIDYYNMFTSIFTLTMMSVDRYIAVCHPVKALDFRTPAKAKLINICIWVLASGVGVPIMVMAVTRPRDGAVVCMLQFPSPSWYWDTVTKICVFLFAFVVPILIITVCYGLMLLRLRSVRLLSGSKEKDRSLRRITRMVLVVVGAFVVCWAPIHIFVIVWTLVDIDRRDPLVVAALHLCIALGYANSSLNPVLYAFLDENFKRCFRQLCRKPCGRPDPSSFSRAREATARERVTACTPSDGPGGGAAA
PKA-R1A act: activators of PKA-R1A complex; P00514+P68181; PKA-R1A dissociation, Cy5-IP20 fluorescence polarization; scaled: DMSO 0%, 113 µM cGMP 100%; activation, % at 11.4 µM; AID 504707; 340,000 tested, 0.083% active;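 active = percent activation above the mean of all tested compounds plus 3 SD, cut at about 19% in these data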;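 also: higher means more PKAc released from R1A so a rise in polarization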
MOR-DOR ag: agonists of human mu-delta opioid receptor heterodimerization. P35372+P41143. 340,000 tested, 0.3% active. activation, % at 9.3 µM. cells, OPRM1-OPRD1 heterodimerization, luminescence; in the data active = activation above about 18%;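 also: 0% = vehicle-treated cells and 100% = reference agonist; values of inactives mirror those of a sister screen read the other way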
Arr AP2 block: inhibitors of human beta-arrestin and AP2 interaction | FITC-arrestin peptide / GST-AP2 beads, flow cytometry; AP2 beta2 appendage carries R879A mutation | inhibition, % at 10 µM | 340,000 tested, 0.31% active | AID 504490;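 active = inhibition above a set limit, near 3 SD of compounds lacking own fluorescence, cut at about 54% in these data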;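 also: plate controls were DMSO wells for no effect and 5 µM unlabelled arrestin peptide for full effect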
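Material – GST-tagged AP2 beta2-adaptin appendage (R879A) on 4 µm glutathione beads · Probe or stimulus – fluorescein-tagged arrestin peptide at 50 nM final · Timing – 12 min plus 1 h, RT · Detection – bead flow cytometry, FITC channel · Read-out basis – inhibition as reduced fluorescein signal on beads, percent · Medium – PBS plus Tween 20 (0.05%) and BSA (0.1%)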
Starred values were filed as active, the others as inactive; · = no result given.

SMILES	AddAB inh	Ecoli viability	DSG3 Ab inh	Tat export inh	phage Ecoli inh	PfHsp90 yeast 2	SUMO Mot1 rescue	OPRM1-OPRD1 inv	PKA-R1A act	MOR-DOR ag	Arr AP2 block
Cc1ccc(S(=O)(=O)N2CCC(C(=O)OC(C)C(=O)N3CCOCC3)CC2)cc1 (centres undefined)	0.3	-1.1	·	2	3.7	-8	-4	9	-7	-1.9	-9
CCOc1ccccc1NC(=O)NC1CCCc2ccccc21 (centres undefined)	-2.4	1.4	·	-2	1.6	10	18	6	2	-1.1	23
Cc1ccc(C(C)(C)C)cc1S(=O)(=O)N1CCC(C(=O)N2CCN(c3ccc(O)cc3)CC2)CC1	1.8	-1.2	111	2	-1.0	-15	218	-10	-5	2.4	8
Cc1cc(O)c(C(C)C)cc1NC(=O)Cn1nc(C)c2ccccc2c1=O	3.0	-1.8	136	-9	0.6	-4	-12	-1	1	0.2	16
CN(C)c1ccc(C(=S)N2CCCCCC2)cc1	2.2	2.0	161	4	2.2	12	-3	18	0	-3.5	8
CC(C)=C1SC(N2CCN(c3ccc(Cl)cc3)CC2)=NC1=O	5.5	1.5	99	3	5.2	-38	29	-1	-9	0.1	-6
N#Cc1cccc(S(=O)(=O)NCC(=O)OCC(=O)c2ccc[nH]2)c1	5.6	1.6	·	-2	0.5	28	4	8	9	-1.7	-1
C/C(=C/c1ccccc1)C(=O)N1CCN(c2ccccc2F)CC1	1.0	-3.5	115	2	0.1	-17	16	0	-1	0.0	-8
CCOC(=O)N1CCN(CC(O)COCc2ccc(Cl)cc2)CC1 (centres undefined)	·	·	·	8	2.7	5	·	11	-1	-2.7	-7
CCc1cccc(NC(=O)Cn2c3[n+](c4ccc(C(F)(F)F)cc42)CCCCC3)c1	-0.3	-0.8	93	-2	6.6	13	82	·	-14	·	7
COc1ccc(CC(NC(C)=O)C(=O)NC2CCN(C(=O)c3ccncc3)CC2)cc1OC (centres undefined)	1.5	-0.4	112	-5	-0.8	-1	15	3	5	-0.6	-6
Cc1[nH]c2ccc(C(=O)NCCN3CCOCC3)cc2c1C	6.4	2.2	110	-5	0.8	25	-4	5	-8	-1.0	1
COc1ccc(C(=O)c2c(-c3ccc(OC)cc3)oc3ccccc23)cc1	0.7	0.8	106	-8	-1.7	-7	69	1	5	-0.3	1
O=C(NCc1ccccn1)Nc1ccc(F)cc1F	-0.5	0.5	100	-11	-0.3	6	10	5	1	-1.1	25
O=C(CSc1nnc(-c2c[nH]c3ccccc23)o1)NCC1CCCO1 (centres undefined)	2.4	-0.7	105	2	4.8	8	285*	12	-6	-3.0	-12
S=C(Nc1ccc2nccnc2c1)N1CCCC1	3.5	1.9	100	8	3.5	14	-3	6	-10	-1.1	9
CCN1C(=O)N[C@@H](c2cccc(C(F)(F)F)c2)C(C(C)=O)=C1C	-3.0	-3.1	103	-2	1.4	-1	-9	7	2	-1.2	10
S=C(NCCN1CCCCC1)Nc1ccccc1	0.9	2.4	82	-5	3.2	·	165	-6	-13	0.8	11
Cc1occc1-c1nnc(SCC(=O)NC(C)(C)C)n1C(C)c1ccccc1 (centres undefined)	-0.8	-2.2	93	2	1.3	0	-6	5	0	-0.9	30
CN(C1CCCCC1)S(=O)(=O)c1cc2c3c(c1)CCN3C(=O)CC2	1.1	0.9	101	1	3.6	9	-4	-8	-5	1.2	-5
COc1ccc(S(=O)(=O)CCC(=O)NCCc2ccc(S(N)(=O)=O)cc2)cc1	5.3	0.2	109	25	0.6	2	13	3	-4	-0.6	7
COc1ccc(Cl)cc1Nc1nc(-c2cccnc2)cs1	3.5	-1.4	116	1	4.0	-14	36	13	2	-2.5	37
COc1cccc(CN2C(=O)C(C)N(C(=O)c3c(F)cccc3F)c3ccccc32)c1 (centres undefined)	0.2	0.2	104	18	-0.4	19	8	-8	9	1.6	-14
COc1cccc(CCC(=O)Nc2cccc(S(=O)(=O)N3CCCC3)c2)c1OC	1.8	1.8	98	1	2.1	2	-7	13	-1	-3.1	2
O=Cc1ccc(Cl)c(Cl)c1	-1.9	-1.9	104	-3	3.0	2	-6	20	-6	-3.7	2
COc1ccc(NC(=O)c2ccccc2F)cc1Cl	1.9	2.7	104	-6	2.5	-27	-2	12	-11	-2.0	-7
CCOC(=O)C1CCN(CC(O)COc2ccc(S(=O)(=O)N3CCCC3)cc2[N+](=O)[O-])CC1 (centres undefined)	·	·	104	1	0.8	·	·	21	-17	-4.1	4
O=C(COc1ccc(Cl)cc1)NCc1nnc(SCC(=O)Nc2ccc3c(c2)OCCO3)o1	-1.6	-1.6	102	-3	1.1	1	1	13	-2	-2.3	29
Cc1ccc(-n2c(CNc3ccc(F)cc3)nnc2SCC(=O)O)cc1	0.3	-1.1	99	-7	5.5	24	206	·	·	·	-56
Cc1cccc(C)c1Nc1nnc(SCC(=O)NCc2ccco2)s1	1.7	-0.8	101	1	0.0	-14	·	9	-3	-1.5	0
CN(CC(=O)NC1(C)CCS(=O)(=O)C1)S(=O)(=O)c1ccc(Cl)cc1 (centres undefined)	-0.2	-1.4	100	0	5.4	·	0	8	-3	-1.6	-1
CC(C)=C(NC(=O)c1ccccc1)C(=O)Nc1cccc(C(=O)O)c1	3.2	2.2	96	2	5.0	13	13	-5	0	0.9	-8
Cc1cccc2cc(CN(CCN3CCOCC3)C(=O)NCc3ccccc3)c(=O)[nH]c12	-1.8	4.0	100	-5	1.6	-19	11	2	-5	-0.3	-1
O=C(O)c1ccc2c(c1)C(=O)N(CCC1=CCCCC1)C2=O	2.7	-0.4	100	-8	1.9	·	4	8	2	-1.6	1
Cc1ccccc1NC(=O)Nc1cc(-c2ccccc2)nn1C	1.0	2.6	·	2	0.8	9	-32	15	1	-3.0	39
O=C(CCn1nnnc1CN1CCOCC1)N1CCC(c2ccccc2Cl)C1 (centres undefined)	3.0	2.7	104	-6	2.4	16	-2	12	-8	-2.2	-6
CNC(=S)N/N=C/c1c(C)nn(-c2cccc(Cl)c2)c1Cl	2.7	-0.9	27*	17	2.0	2	13	-49	7	6.7	5
CSc1ncccc1C(=O)OCC(=O)c1cc(C)n(CC2CCCO2)c1C (centres undefined)	-0.4	0.7	103	2	0.6	22	-13	-5	-7	1.0	6
O=C(N/N=C\c1cccc(F)c1)c1ccc(-c2ccccc2)cc1	·	·	96	4	-2.8	9	19	-1	0	0.2	2
CCCC(C(=O)O)N1C(=O)/C(=C2\C(=O)N(C)c3ccccc32)SC1=S (centres undefined)	5.0	0.7	103	4	3.2	-2	-6	-29	-18	4.2	4
Cn1c2c(c(=O)n(C)c1=O)C(c1cc3c(cc1Br)OCO3)CC(=O)N2 (centres undefined)	1.0	0.5	100	2	2.2	8	-17	21	-11	-4.1	5
CCC(=O)c1ccc(OCC(=O)OCC(=O)N2c3ccccc3CC2C)cc1 (centres undefined)	6.6	-0.6	94	-6	2.5	8	1	12	-11	-2.5	0
N#Cc1nc(/C=C/c2ccccc2)oc1NCCCN1CCOCC1	-0.4	-2.0	·	-9	2.4	1	0	11	5	-2.2	-23
CC[C@@]1(C(=O)OC)N[C@H](CN(C)C(=O)Nc2ccc(F)cc2)[C@@H]2C(=O)N(C)C(=O)[C@@H]21	1.3	-4.1	97	-8	0.6	3	-8	8	7	-1.7	2
CC(C)CC(=O)Nc1nc(=S)ss1	1.9	2.4	106	-13	0.6	·	-16	10	2	-2.0	15
CCN(CCO)c1ccc(N=Nc2cc(C)[nH]n2)cc1	3.9	1.1	120	3	2.7	13	-3	15	3	-2.9	-8
CCN(CC)CCCN(C(=O)c1ccccc1C)c1nc(-c2ccc(OC)cc2)cs1	-0.7	-0.1	118	-7	0.5	5	-21	3	2	-0.6	1
Cc1ccc(SCC(=O)Nc2ccc(N3CCN(c4ccccc4)CC3)c(F)c2)cc1	2.0	-0.2	101	-4	3.5	-4	365	7	10	-1.4	-8
O=C(O)/C=C/C(=O)Nc1ccc(OCc2ccccc2)cc1	2.0	1.0	109	-12	4.5	12	26	8	1	-1.6	-3
Cc1ccc(NS(=O)(=O)c2cc(C(=O)NCCSc3ccc(C)cc3)ccc2C)cc1	-0.7	3.0	102	10	1.6	-13	372	-13	1	2.3	-6
NC(=O)C1(N2CCCC2)CCN(Cc2ccccc2)CC1	·	·	128	-9	1.9	15	·	5	9	-0.9	10
O=C(Nc1nc(=O)c2ccccc2s1)c1ccccc1	5.1	4.5	97	-5	-0.2	-1	83	2	-2	-0.5	15
CC(=O)N1CN(C2CCS(=O)(=O)C2)Cc2c1sc1c2CCCC1 (centres undefined)	3.2	3.0	·	-11	1.7	5	77	6	4	-1.4	2
O=C(/C=C/c1ccc2c(c1)OCO2)N1CCOCC1	-0.1	0.4	70	7	1.7	1	-15	6	-1	-1.0	-6
Cc1cnc(=O)[nH]c1SCC(=O)Nc1nccs1	5.3	1.2	103	-3	2.2	·	4	9	5	-1.4	-11
c1csc(CNc2ncnc3nc[nH]c23)c1	1.7	-2.0	97	-4	1.9	13	-4	8	-9	-1.3	22
O=[N+]([O-])c1nn(-c2ccccc2)n(O)c1=NCc1ccc2c(c1)OCO2	1.8	0.9	100	3	0.1	-6	17	-11	-7	1.8	5
O=C(c1ccc2nccnc2c1)N1CCN(Cc2ccc3c(c2)OCO3)CC1	-0.6	-0.9	123	8	2.8	-18	-1	-2	-20	0.3	14
COc1cccc(NC(=O)COc2ccc3c(c2)CCC3)c1	-2.2	0.6	100	17	2.9	1	·	-24	-9	4.4	3
CC(=O)Nc1ccc(NC(=O)C(C)OC(=O)CCCOc2ccc(Cl)c(C)c2)cc1 (centres undefined)	-0.9	-1.3	100	0	1.0	16	4	6	-7	-1.1	17
CCOC(=O)C1=NN(C(C)=O)C2(CC(=O)N(c3cc(C)cc(C)c3)C2=O)C1 (centres undefined)	3.5	1.5	93	-2	0.3	19	-8	7	-2	-1.2	0
CC(C)COP(=O)(OCC(C)C)C(O)c1ccccc1F (centres undefined)	1.6	1.3	99	-3	5.2	4	33	14	-6	-2.6	23
C=CCn1cc(/C=C2/NC(=O)NC2=O)c2ccccc21	2.7	2.3	·	-1	0.0	-12	-17	4	-3	-0.8	7

Arranged by length of the SMILES (low to high): 3 of the compounds above
SMILES	AddAB inh	Ecoli viability	DSG3 Ab inh	Tat export inh	phage Ecoli inh	PfHsp90 yeast 2	SUMO Mot1 rescue	OPRM1-OPRD1 inv	PKA-R1A act	MOR-DOR ag	Arr AP2 block
c1csc(CNc2ncnc3nc[nH]c23)c1	1.7	-2.0	97	-4	1.9	13	-4	8	-9	-1.3	22
COc1cccc(NC(=O)COc2ccc3c(c2)CCC3)c1	-2.2	0.6	100	17	2.9	1	·	-24	-9	4.4	3
C=CCn1cc(/C=C2/NC(=O)NC2=O)c2ccccc21	2.7	2.3	·	-1	0.0	-12	-17	4	-3	-0.8	7

Assay outcomes as filed in PubChem BioAssay.
